Source: PubChem (National Center for Advancing Translational Sciences (NCATS))
MmCpn inh: blocks the Methanococcus maripaludis chaperonin Mm-Cpn; Potency, µM (top dose mostly 76.9 µM), inactives show at the top dose activity, negative = inhibition, most hits filed as inhibitors; purified Mm-Cpn ATPase, ADP Transcreener TR-FRET; AID 504842; hit rate 0.031% among 330,000; note: potency is the fitted concentration of half-maximal effect; % is set by controls: 0 for no effect and ±100 for the full control effect; nearly all actives have a fitted effect of over 80% in size
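TR-FRET (320 nm excitation; 590 and 665 nm emission) reports ADP made from 10 uM ATP by 25 nM enzyme; compounds were preincubated 10 min, reaction run 30 min, both at 37°C.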
PTHR1 ag: activates the human parathyroid hormone receptor PTHR1 | Q03431 | HEK293 GP2 PTHR1 cells, GloSensor cAMP luminescence, 1 h | Potency, µM (series often up to 115 µM), for inactives: at the highest dose activation, hits mostly activators | hit rate 0.075% among 410,000; note: potency is the fitted concentration of half-maximal effect; nearly all actives have a fitted effect of over 55% in size; some results filed as inactive show a strong effect at the top dose; inactives centre near -15; many of its hits are not listed in these tables
Target sequence (Q03431 whole entry, looked up): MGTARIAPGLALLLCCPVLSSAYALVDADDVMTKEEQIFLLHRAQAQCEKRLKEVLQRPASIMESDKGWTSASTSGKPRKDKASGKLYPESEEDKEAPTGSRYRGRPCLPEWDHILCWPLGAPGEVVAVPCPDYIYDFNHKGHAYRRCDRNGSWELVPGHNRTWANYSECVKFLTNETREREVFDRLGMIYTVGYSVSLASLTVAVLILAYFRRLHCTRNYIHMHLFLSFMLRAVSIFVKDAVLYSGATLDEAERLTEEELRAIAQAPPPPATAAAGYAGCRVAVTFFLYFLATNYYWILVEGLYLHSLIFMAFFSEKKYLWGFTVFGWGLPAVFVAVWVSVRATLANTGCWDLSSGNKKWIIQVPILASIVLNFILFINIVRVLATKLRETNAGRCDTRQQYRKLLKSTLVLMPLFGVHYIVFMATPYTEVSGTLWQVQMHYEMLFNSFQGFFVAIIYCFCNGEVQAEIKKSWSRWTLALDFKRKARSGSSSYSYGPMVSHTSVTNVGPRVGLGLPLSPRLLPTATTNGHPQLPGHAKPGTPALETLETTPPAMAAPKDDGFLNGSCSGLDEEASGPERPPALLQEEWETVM
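HEK-293-derived GP2 cells expressing PTHR1 and a GloSensor cAMP reporter, 3,000/well, plated overnight, given luciferin plus IBMX (each 0.5 mM as added) for 1 h at 37 °C, then compound for 1 h at 37 °C. Luminescence was read after 15 min at room temperature.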
DRD3 agonist: agonists of human D3 dopamine receptor; P35462; D3R DiscoveRx beta-arrestin cells, luminescence, 90 min; max activation, %; hit rate 0.58% among 410,000; AID 652048; in the data active = max activation above about 30%; note: 0% is about no effect; mostly tested at two doses, the higher about 12 µM
Target sequence (P35462 whole entry, looked up): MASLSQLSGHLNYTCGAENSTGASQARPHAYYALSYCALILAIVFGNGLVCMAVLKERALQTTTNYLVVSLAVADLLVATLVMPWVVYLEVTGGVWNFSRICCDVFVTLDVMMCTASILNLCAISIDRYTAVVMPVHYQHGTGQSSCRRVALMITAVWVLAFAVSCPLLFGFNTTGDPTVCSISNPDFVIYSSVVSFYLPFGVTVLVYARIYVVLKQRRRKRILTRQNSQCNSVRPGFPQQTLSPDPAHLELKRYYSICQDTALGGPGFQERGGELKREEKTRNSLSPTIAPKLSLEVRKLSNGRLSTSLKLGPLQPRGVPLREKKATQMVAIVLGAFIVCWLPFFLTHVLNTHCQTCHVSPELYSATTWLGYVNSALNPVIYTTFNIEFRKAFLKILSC
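Agonist-mode cell screen: cells plated at 1500/well and incubated overnight at 37 °C, then exposed to library compounds for 90 min at 37 °C. Detection reagent was added for 30–60 min at room temperature, and luminescence was read.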
EPAC2 agonist: agonists of human EPAC2 (RAPGEF4); hit rate 0.079% among 360,000; Q8WZA2; EPAC2 activation, biochemical qHTS; response scale: 100% = 6.5 mM cAMP response; Potency, µM (highest dose often 154 µM), for the others: at the top dose activation, hits mostly activators; note: potency is the fitted concentration of half-maximal effect; nearly all actives have a fitted effect of over 50% in size
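Readout is BODIPY fluorescence (480 nm excitation, 540 nm emission), which falls as labeled GDP is exchanged off Rap1B. EPAC2 at 100 nM acted on 250 nM RAP1B-BODIPY-GDP with 50 uM GDP present.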
EPAC2 antag: blocks human EPAC2 exchange factor | Q8WZA2 | EPAC2 GEF exchange of Rap1B-BODIPY-GDP, fluorescence | Potency, µM (series often up to 114 µM), for the others: at the highest dose activity, negative = inhibition, actives largely listed as inhibitors | hit rate 0.18% among 360,000; note: potency is the fitted concentration of half-maximal effect; % is set by controls: 0 for no effect and ±100 for the full control effect; nearly all actives have a fitted effect of over 45% in size; many of its hits are not listed in these tables
Akt phos inh: blocks phosphorylation of Akt | Neuro2A IGF-stimulated pAkt S473 HTRF, 20 min; hits give low values | activity change, % for hits at 50 µM | hit rate 0.32% among 360,000; in the data active = activity change below about -80%; inconclusive = mostly about -51% to -80%; note: % is set by controls: 0 for no effect and ±100 for the full control effect
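Neuro2A cells (4,500/well, DMEM with 0.5% FBS) were treated with compound at a single 50 µM final concentration, stimulated with 6 nM IGF for 20 min at 37 °C, and lysed. Phospho-Akt Ser473 was read by HTRF as 665/615 ratio ×10^4.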
D3 antag: blocks the human D3 dopamine receptor; D3R cells, DiscoveRx beta-arrestin luminescence, antagonist mode; hits give low values; max response, negative = inhibition, %; hit rate 2.5% among 360,000; AID 652054; in the data active = max response below about -50%; inconclusive = no clear call, values can overlap the other calls; note: % is set by controls: 0 for no effect and ±100 for the full control effect; mostly tested at two doses, the higher about 12 µM
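Cells plated overnight at 1500 cells/well, then exposed to library compounds with dopamine controls for 90 minutes at 37 degrees C. DiscoveRx reagent added for 30–60 minutes at room temperature; luminescence read, quantitative HTS format.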
CCT modulator: cytosolic chaperonin activity modulation. purified chaperonin ATPase assay, HTRF ADP detection, 30 min. hit rate 0.3% among 360,000. activity change, % (test concentration not listed), hits read low; in the data active = activity change below about -30%; note: % is set by controls: 0 for no effect and ±100 for the full control effect
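Enzyme 40 or 20 nM (batch-dependent) in Tris pH 7.4/KCl/MgCl2/DTT; cpd 76 uM single point; ATP 10 uM; 30 min 37 °C; Transcreener ADP HTRF detection, 30 min RT; ratio 665/615.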
The depositor's hits bear a star; i = inactive; ? = inconclusive; / = no result given; [ ] = another dose, or the depositor's remark. Unless noted, calls come from the whole dose curve; as a rule, active = well fitted curve in the direction sought with a large enough effect; inconclusive = small, poorly fitted or top-dose-only effect, or another doubt; inactive = no such curve, though single readings can be large; an effect the other way counts as inactive or inconclusive.

SMILES	MmCpn inh	PTHR1 ag	DRD3 agonist	EPAC2 agonist	EPAC2 antag	Akt phos inh	D3 antag	CCT modulator
CN(C)C(=O)CSc1nnc(Cc2ccccc2)n1Cc1ccco1	-2%	i	1	-11%	7%	i	11	-0.8
CCOc1ccc(NC(=O)N2CCC(C(=O)c3ccc(F)cc3)CC2)cc1	0%	-13%[57.5 µM]	-3	2%	3%	i	18	-2.0
Cc1nn(CC(=O)NC2CCS(=O)(=O)C2)c(C)c1[N+](=O)[O-] (stereo not drawn)	1%	i	-4	0%	-7%	i	2	-0.4
CCOc1ccc(N2CC(C(=O)NCCCc3ccccc3)CC2=O)cc1 (stereo not drawn)	2%	i	3	-2%	-11%	i	-3	-0.2
CC(Sc1nc(-c2ccccc2)cs1)C(=O)Nc1ccc(Cl)cn1 (stereo not drawn)	3%	-83%[inhibitor]	-15	19%	26%	i	-11	0.7
COc1ccc(Br)cc1CN(C)CC(=O)NCCc1ccc(S(N)(=O)=O)cc1	0%	-30%	-12	-2%	6%	i	-13	0.2
CC(C)N(Cc1nc(-c2ccccc2)no1)C(=O)c1ccc2c(c1)OCO2	0%	12%[57.5 µM]	1	0%	-2%	i	9	-1.8
NC(=O)NC(=O)COC(=O)c1sc2ccccc2c1Cl	1%	-12%	-2	-3%	7%	i	13	-1.2
CCCCN1CC(N2CCN(CCO)CC2)CS1(=O)=O (stereo not drawn)	/	-21%	1	7%	-24%	i	2	-0.4
C[C@@H]1CN([C@@H](C)CO)C(=O)CCCn2nncc2CO[C@@H]1CN(C)C(=O)c1ccc(N2CCN(C)CC2)cc1	/	-25%	2	4%	?	i	18	1.1
COc1ccc(C(=O)NCCN2CCC(n3c(=O)[nH]c4ccccc43)CC2)cc1F	/	-80%[inhibitor]	-11	2%	-12%	i	-91*	0.1
CCOc1cc2c(cc1OCC)C(c1ccc(F)cc1)NCC2 (stereo not drawn)	/	i	1	6%	-3%	i	-20	-11
Cc1ccc(CN(C)C(=O)c2cccc(S(=O)(=O)N3CCN(Cc4ccccc4)CC3)c2)o1	0%	-38%[inhibitor]	-4	3%	-6%	i	-9	-1.1
CC(C)c1c(O)nc(SCc2ccc(F)cc2)[nH]c1=O	0%	i	-5	14%	0%	i	-6	-2.1
N#CCOc1ccccc1/C=C/c1nc2ccccc2c(=O)[nH]1	0%	i	-11	4%	-11%	i	-3	-1.8
Cc1cc(CN2C(=O)c3ccccc3C2=O)on1	1%	-6%[57.5 µM]	9	-10%	9%	i	16	0.1
CCCCS(=O)Cc1ccccc1 (stereo not drawn)	0%	16%[57.5 µM]	4	-2%	7%	i	1	2.2
Cc1ccc(NC2CCCN(C(=O)CCc3cn[nH]c3)C2)cc1C (stereo not drawn)	-2%	i	0	3%	0%	i	-25	-13
COc1cc2c(cc1NC(=O)/C=C/c1cc(OC)c(OC)c(OC)c1)oc1ccccc12	-6%	-4%	5	8%	-9%	i	57	0.3
CCOc1ccc(NC(=O)c2cc(S(=O)(=O)N3CCOCC3)cn2C)cc1	0%	i	-4	3%	-11%	i	19	1.0
Cc1cc(C)c2c(n1)nn1c(C)c(CCC(=O)NCc3ccco3)c(C)nc21	0%	-29%	-2	1%	-6%	i	-1	-2.0
CCOc1ccc(-n2cc(-c3ccc(OC)c(OC)c3)[nH]c2=S)cc1	-2%	-19%	14	-3%	-11%	i	-13	0.4
CC(=O)Nc1cccc2c1C(=O)N(c1ccccc1OC(C)=O)C2=O	0%	i	7	-3%	8%	i	9	2.4
COc1cc(C(=O)NNC(=O)COc2ccc(Cl)cc2)ccc1OCC(=O)N1CCOCC1	1%	-2%	-17	6%	19%	i	-7	-0.4
COc1ccc(/C(C)=N/N=C(\C)c2ccc(OC)cc2OC)c(OC)c1	0%	-20%	11	1%	-5%	i	17	0.3
COc1ccc(S(=O)(=O)N2CCOCC2)cc1NC(=O)c1ccc(S(=O)(=O)N(C)c2ccccc2OC)cc1	/	i	-3	10%	-8%	i	7	-0.3
Cc1ccc(N=C(c2cccs2)N2CCOCC2)cc1	1%	i	8	5%	15%	i	-12	-0.4
CCC(C)(C)C1CCc2[nH]nc(C(=O)NCCCNC(=O)OC(C)(C)C)c2C1 (stereo not drawn)	1%	-12%	-22	-13%	2%	i	-10	-1.4
CCc1ccc(C(C(=O)NCc2ccccc2)N(C(=O)c2csnn2)C2CC2)cc1 (stereo not drawn)	-4%	-5%	5	-5%	-10%	i	6	1.1
CCOC(=O)C(=O)Nc1nnc(Cc2ccc(OC)c(OC)c2)s1	-1%	i	2	-4%	1%	i	10	-0.2
COc1ccc(CC(=O)NCCc2ccc(Cl)cc2Cl)cc1	-3%	-3%	6	9%	0%	i	3	0.1
Cc1[nH]c2ccccc2c1C(=O)COC(=O)C1CCC(=O)N1 (stereo not drawn)	1%	-16%	-1	7%	4%	i	0	-0.1
O=C(CN1CCC(n2nnc3cc(F)ccc32)CC1)NCc1ccco1	0%	19%	-5	13%	-3%	i	?	-0.6
O=C(CCCn1c(=O)oc2ccccc21)N1CCc2ccccc2C1	-7%	i	0	7%	0%	i	-14	-1.2
Cc1cc(Cl)ccc1NNC(=O)c1cccs1	0%	i	19	7%	11%	i	1	3.0
COc1cccc(C(CC(=O)NCC2CCCO2)NS(=O)(=O)c2ccc(C)cc2)c1OC (stereo not drawn)	1%	i	-1	-1%	4%	i	6	0.9
N#Cc1c(Cl)cccc1N1CCCC1	0%	-20%	4	8%	?	i	15	2.0
COc1ccc(N(CC(=O)NCCSc2ccccn2)S(C)(=O)=O)cc1Cl	2%	i	1	1%	7%	i	2	-2.1
CC(C)(C)c1ccc(/C=N/NC(=S)NCc2ccccc2)cc1	-2%	i	-1	5%	-1%	i	8	1.2
COc1ccc(C(=O)NC2CCN(CC(=O)N3CCCCC3)CC2)cc1	-2%	i	2	10%	1%	i	5	1.0
O=C(Cn1cc(CCO)nn1)N1CCNCC1	/	i	0	0%	15%	i	-24	-2.1
COc1cccc(OCc2nc(-c3ccc(Br)o3)no2)c1	1%	i	-2	4%	-9%	i	-11	1.2
CC(Oc1ccc(Cl)cc1)C(=O)NNC(=S)NC(=O)c1ccco1 (stereo not drawn)	0%	-24%	-7	10%	11%	i	25	-2.6
COc1cccc(CN2CCN(C(=O)c3ccco3)CC2)c1OC	/	i	6	-4%	-5%	i	35	-0.1
COc1ccccc1C(=O)N1CCN(C(=O)[C@H]2O[C@@H](n3ccc(=O)[nH]c3=O)[C@H](O)[C@@H]2O)CC1	/	-20%	-11	6%	25%	i	0	1.0
C[C@@]12C(=O)Nc3ccc(F)cc3C(=O)N1[C@H]1c3ccccc3OC[C@@H]1[C@@H]2c1ccccc1	-2%	i	-3	10%	-11%	i	-17	-0.9
COc1ccc(C(=O)NNC2=NC(C)(C)Cc3cc(C)c(C)cc32)cc1	4%	-22%	-3	4%	9%	i	-3	-1.6
O=C1c2ccccc2NC(c2ccncc2)N1c1ccccn1 (stereo not drawn)	-1%	-4%[57.5 µM]	5	7%	-6%	i	20	-3.5

Brought forward from above: four compounds, followed by the next part.
SMILES	MmCpn inh	PTHR1 ag	DRD3 agonist	EPAC2 agonist	EPAC2 antag	Akt phos inh	D3 antag	CCT modulator
COc1ccccc1C(=O)N1CCN(C(=O)[C@H]2O[C@@H](n3ccc(=O)[nH]c3=O)[C@H](O)[C@@H]2O)CC1	/	-20%	-11	6%	25%	i	0	1.0
C[C@@]12C(=O)Nc3ccc(F)cc3C(=O)N1[C@H]1c3ccccc3OC[C@@H]1[C@@H]2c1ccccc1	-2%	i	-3	10%	-11%	i	-17	-0.9
COc1ccc(C(=O)NNC2=NC(C)(C)Cc3cc(C)c(C)cc32)cc1	4%	-22%	-3	4%	9%	i	-3	-1.6
O=C1c2ccccc2NC(c2ccncc2)N1c1ccccn1 (stereo not drawn)	-1%	-4%[57.5 µM]	5	7%	-6%	i	20	-3.5
CCN(CC)S(=O)(=O)c1ccc(-c2nnc(SC)o2)cc1	1%	-7%[57.5 µM]	4	-5%	14%	i	8	1.0
COc1ccc(Nc2c3c(nc4c(-c5ccccc5)c(C)nn24)CCC3)cc1	?	i	-2	14%	3%	i	-23	0.9
CS(=O)(=O)c1cccc(-c2nnc(NC(=O)CCS(=O)(=O)c3ccccc3)o2)c1	-6%	-1%	-2	8%	0%	i	-20	0.9
COc1ccc(Cl)cc1NC(=O)C1CCCO1 (stereo not drawn)	2%	-9%	-1	-4%	-4%	i	7	1.0
CN(CC(=O)Nn1cnnc1)S(=O)(=O)c1cc(Cl)ccc1Cl	-2%	-8%[57.5 µM]	0	7%	-2%	i	4	-0.1
COc1ccc(NC(=O)c2cc(C)no2)cc1OC	2%	i	9	7%	8%	i	-4	-0.8
CCOC(=O)C1=C(COC(=O)c2cc(Br)c(Br)s2)NC(=O)NC1C (stereo not drawn)	-25%	-11%	-16	15%	-9%	i	-16	-1.1
Cc1ccc(OCCC(=O)NNC(=O)c2ccc(Br)cc2)cc1	-5%	i	0	4%	-6%	i	-17	-3.4
CN1CCN(C(=O)C2(NC(=O)NCc3ccccc3)CCCCC2)CC1	2%	i	-3	10%	1%	i	9	1.4
CC1CN(C(=O)c2cccc(S(=O)(=O)Nc3cc(Cl)ccc3Cl)c2)CC(C)O1 (stereo not drawn)	-2%	i	-2	9%	-21%	i	14	-1.9
CNc1cc(N2CCCC2)ccc1[N+](=O)[O-]	-2%	i	0	6%	2%	i	3	0.4
Cc1ccccc1-c1nc(C(=O)NCC2CCCO2)cc2c1[nH]c1ccccc12 (stereo not drawn)	-11%	-53%[inhibitor]	9	17%	6%	i	19	0.4
O=C(Cc1c[nH]c2ccccc12)NCc1ccco1	-4%	-24%	0	10%	-5%	i	0	-2.6
CCCNc1c(NS(=O)(=O)c2ccc(OC)c(OC)c2)c(=O)oc2ccccc12	-1%	-20%	0	0%	6%	i	3	2.1
CCCc1nnc(NC(=O)CCC(=O)N2CCN(c3nc(C)cc(C)n3)CC2)s1	-1%	i	15	5%	0%	i	-5	2.1
C[C@H]1CN([C@@H](C)CO)S(=O)(=O)c2ccc(C#CC3(O)CCCC3)cc2O[C@@H]1CN(C)C(=O)Cc1cccnc1	/	-25%	-6	8%	-4%	i	19	-1.5
CC(=O)NC1=NC(=O)C(C)S1 (stereo not drawn)	0%	i	1	4%	?	i	0	0.0

The list is partial, so the mix of outcomes need not match the whole.
